# BioA inh = M. tuberculosis BioA enzyme inhibitors, primary screen, biochemical, plate reader, single point, HTS | inhibition, % at 9.99 µM | purified M. tuberculosis BioA enzyme | 360,000 tested, 0.096% active | AID 602481, 2012; in the data active = inhibition above about 40%
# An asterisk follows results filed as active; & = joins results of further samples. An excerpt; rates above refer to the full screens.
SMILES,BioA inh
CS(=O)(=O)Nc1ccc2c(c1)[C@@H]1C[C@H](CC(=O)NCC3CC3)O[C@H](CO)[C@@H]1O2,0.2
CN1C(=O)c2cc(NC(=O)C3CC3)ccc2OC[C@H]2O[C@H](CC(=O)NCc3ccccc3F)CC[C@H]21,-2.4
CCCN(C)C[C@@H]1Oc2cc(C#Cc3cccnc3)ccc2S(=O)(=O)N([C@H](C)CO)C[C@@H]1C,8.2
C[C@@H]1CN([C@@H](C)CO)C(=O)c2cc(C3=CCCCC3)cnc2O[C@H]1CN(C)C(=O)Nc1ccc(F)cc1,1.7
CCCC#Cc1cnc2c(c1)C(=O)N([C@@H](C)CO)C[C@@H](C)[C@@H](CN(C)C(=O)CCN1CCCCC1)O2,-3.5
C[C@@H]1CN([C@H](C)CO)C(=O)Cc2cc(NS(=O)(=O)c3ccc(Cl)cc3)ccc2O[C@H]1CN(C)S(=O)(=O)c1ccc(Cl)cc1,4.3
C[C@H](CO)N1C[C@H](C)[C@H](CN(C)Cc2ccc3c(c2)OCO3)Oc2c(NC(=O)C3CC3)cccc2C1=O,8.7
C[C@H]1CCCCO[C@H](CN(C)Cc2ccc3c(c2)OCO3)[C@@H](C)CN([C@@H](C)CO)C(=O)c2cc(NC(=O)NC3CCCCC3)ccc2O1,-1.0
CS(=O)(=O)Nc1ccc2c(c1)[C@H]1C[C@@H](CC(=O)NC3CCCC3)O[C@H](CO)[C@H]1O2,-0.8
COc1ccc(C(=O)N2C[C@H]3[C@@H](c4ccccc42)[C@H](CO)N3Cc2ccc(Cl)cc2)cc1,5.1
CC(C)NC(=O)N(C)C[C@@H]1Oc2c(NS(=O)(=O)c3ccc(Cl)cc3)cccc2C(=O)N([C@@H](C)CO)C[C@H]1C,-0.2
COc1ccc(C#Cc2cnc3c(c2)C(=O)N([C@@H](C)CO)C[C@H](C)[C@H](CN(C)C)O3)cc1,-0.9
COc1ccc(S(=O)(=O)Nc2cccc3c2O[C@H](CN(C)S(=O)(=O)c2c(C)noc2C)[C@@H](C)CN([C@H](C)CO)C3=O)cc1,-0.4
C[C@H]1CCCCO[C@@H](CN(C)C(=O)Nc2ccccc2)[C@@H](C)CN([C@@H](C)CO)C(=O)c2cc(NC(=O)CCC(F)(F)F)ccc2O1,0.6
Cc1noc(C)c1NC(=O)N(C)C[C@@H]1Oc2c(NS(C)(=O)=O)cccc2C(=O)N([C@@H](C)CO)C[C@@H]1C,-8.3
Cc1ccc(S(=O)(=O)Nc2ccc3c(c2)CC(=O)N([C@@H](C)CO)C[C@@H](C)[C@H](CN(C)CC2CC2)O3)cc1,0.5
CN(C)CC(=O)N1[C@H](C#N)[C@@H](c2ccc(C#CC3CCCC3)cc2)[C@@H]1CO,0.0
CC(C)CC#Cc1ccc2c(c1)O[C@H](CN(C)S(=O)(=O)c1ccc(F)cc1)[C@@H](C)CN([C@H](C)CO)S2(=O)=O,-2.8
CCC(=O)N(C)C[C@@H]1Oc2cc(C#Cc3cccnc3)ccc2S(=O)(=O)N([C@H](C)CO)C[C@H]1C,18
O=C(Nc1ccc2c(c1)[C@H]1C[C@@H](CC(=O)N3CCOCC3)O[C@H](CO)[C@H]1O2)NC1CCCCC1,0.7
COC(=O)[C@H]1[C@H](CO)[C@H]2Cn3c(ccc(-c4ccc(F)cc4)c3=O)[C@@H]1N2Cc1cccnc1,0.3
C[C@H]1CN([C@@H](C)CO)C(=O)c2cc(NC(=O)c3ccncc3)ccc2O[C@H]1CN(C)Cc1ccc(C(F)(F)F)cc1,0.1
C[C@H]1CN([C@@H](C)CO)C(=O)CCCn2cc(nn2)CO[C@H]1CN(C)Cc1ccc(O)cc1,-0.4
CC(C)c1cn(CC[C@@H]2CC[C@H](NS(=O)(=O)c3ccc(F)cc3)[C@@H](CO)O2)nn1,-0.2
Cc1noc(C)c1S(=O)(=O)Nc1ccc2c(c1)C(=O)N([C@@H](C)CO)C[C@H](C)[C@H](CN(C)Cc1ccc3c(c1)OCO3)O2,1.9
CN1C(=O)c2cc(NC(=O)c3ccc(Cl)cc3)ccc2OC[C@H]2O[C@H](CC(=O)NCc3cccc(F)c3)CC[C@H]21,0.5
C[C@@H]1CCCCO[C@@H](CN(C)C(=O)NC2CCCCC2)[C@H](C)CN([C@H](C)CO)C(=O)c2cc(NC(=O)C3CCCCC3)ccc2O1,0.6
COc1ccc(NC(=O)Nc2ccc3c(c2)C(=O)N([C@@H](C)CO)C[C@H](C)[C@@H](CN(C)S(=O)(=O)c2ccc(Cl)cc2)OCCCC[C@@H](C)O3)cc1,0.0
C[C@@H]1CN([C@@H](C)CO)C(=O)c2ccccc2-c2ccccc2CO[C@@H]1CN(C)C(=O)Nc1ccc2c(c1)OCO2,2.6
C[C@H]1CN([C@@H](C)CO)C(=O)c2cc(NC(=O)Cc3ccccc3)ccc2O[C@H]1CN(C)Cc1ccc(Oc2ccccc2)cc1,-2.6
CC(=O)N1CCCCN2[C@H](C1)[C@H](c1ccc(-c3ccc(F)cc3)cc1)[C@@H]2CO,0.4
C[C@H](NC(=O)C[C@@H]1C[C@@H]2c3cc(NC(=O)c4cccnc4)ccc3O[C@@H]2[C@H](CO)O1)c1ccccc1,9.6
O=C(C[C@H]1C=C[C@@H](NS(=O)(=O)c2ccc(F)cc2)[C@H](CO)O1)NCCN1CCCCC1,-1.2
Cc1nn(C)cc1NC(=O)C[C@@H]1CC[C@H]2[C@H](COc3ccc(NC(=O)Nc4cccc(Cl)c4)cc3C(=O)N2C)O1,1.1
C[C@@H]1CCCCO[C@@H](CN(C)C(=O)CCCN(C)C)[C@H](C)CN([C@H](C)CO)C(=O)c2cc(NC(=O)Nc3ccc(F)cc3)ccc2O1,1.2
CO[C@@H]1CN(C)C(=O)c2cc(NC(=O)C3CCCC3)ccc2OC[C@@H](C)N(CCC(F)(F)F)C[C@H]1C,-2.4

# Reformatted: results already given.
canonical_smiles | BioA inh
C[C@@H]1CCCCO[C@@H](CN(C)C(=O)CCCN(C)C)[C@H](C)CN([C@H](C)CO)C(=O)c2cc(NC(=O)Nc3ccc(F)cc3)ccc2O1 | 1.2
COc1ccc(NC(=O)Nc2ccc3c(c2)C(=O)N([C@@H](C)CO)C[C@H](C)[C@@H](CN(C)S(=O)(=O)c2ccc(Cl)cc2)OCCCC[C@@H](C)O3)cc1 | 0.0
C[C@@H]1CN([C@@H](C)CO)C(=O)c2ccccc2-c2ccccc2CO[C@@H]1CN(C)C(=O)Nc1ccc2c(c1)OCO2 | 2.6
O=C(C[C@H]1C=C[C@@H](NS(=O)(=O)c2ccc(F)cc2)[C@H](CO)O1)NCCN1CCCCC1 | -1.2
CN1C(=O)c2cc(NC(=O)c3ccc(Cl)cc3)ccc2OC[C@H]2O[C@H](CC(=O)NCc3cccc(F)c3)CC[C@H]21 | 0.5

# The results go on.
SMILES,BioA inh
O=C(C[C@@H]1C=C[C@@H](NC(=O)Nc2cc(F)ccc2F)[C@@H](CO)O1)NCc1ccc2c(c1)OCO2,-3.1
COC(=O)C[C@@H]1C[C@@H]2c3cc(NS(=O)(=O)c4ccccc4)ccc3O[C@@H]2[C@H](CO)O1,2.2
Cc1ccc(S(=O)(=O)Nc2ccc3c(c2)C(=O)N([C@H](C)CO)C[C@H](C)[C@@H](CN(C)Cc2ccc(C(=O)O)cc2)OCCCC[C@H](C)O3)cc1,0.0
COCC(=O)Nc1ccc2c(c1)C(=O)N(C)C[C@H](OC)[C@H](C)CN(C(=O)CC1CC1)[C@H](C)CO2,-1.8
COc1ccc(NC(=O)Nc2ccc3c(c2)[C@H]2C[C@H](CC(=O)NCc4ccncc4)O[C@H](CO)[C@H]2O3)cc1,0.2
CO[C@H](CN(C)S(=O)(=O)c1ccccc1)[C@H](C)CN(Cc1ccccc1Cl)[C@@H](C)CO,-1.4
Cc1noc(C)c1NC(=O)N(C)C[C@H]1OCCCC[C@H](C)Oc2ccc(NC(=O)c3ccccc3)cc2C(=O)N([C@@H](C)CO)C[C@@H]1C,-0.4
CN1CCN(C(=O)[C@H]2[C@H](CO)[C@H]3Cn4c(cccc4=O)[C@H]3N2Cc2cc(F)ccc2F)CC1,-2.0
CC(C)NC(=O)N(C)C[C@@H]1Oc2ncc(C#Cc3ccc(F)cc3)cc2C(=O)N([C@H](C)CO)C[C@@H]1C,-1.3&-1.9
C[C@H]1CN([C@@H](C)CO)C(=O)c2cc(/C=C/c3ccccc3)cnc2O[C@@H]1CN(C)C(=O)CN1CCOCC1,-0.2
C[C@H](CO)N1C[C@H](C)[C@@H](CN(C)CC2CCCCC2)Oc2c(NC(=O)c3nc4ccccc4s3)cccc2C1=O,0.8
COCC#Cc1cnc2c(c1)C(=O)N([C@H](C)CO)C[C@H](C)[C@H](CN(C)Cc1ccccc1)O2,-0.6
C[C@@H](NC(=O)C[C@@H]1C[C@H]2c3cc(NC(=O)c4cccnc4)ccc3O[C@H]2[C@H](CO)O1)c1ccccc1,21
C[C@H](CO)N1C[C@H](C)[C@@H](CN(C)C(=O)Nc2cc(F)ccc2F)Oc2cc(/C=C/c3ccccc3)ccc2S1(=O)=O,1.2
O=C(C[C@@H]1C=C[C@H](NS(=O)(=O)c2ccccc2)[C@@H](CO)O1)NCc1ccc(Cl)c(Cl)c1,1.3
Cc1noc(C)c1NC(=O)N[C@H]1CC[C@H](CC(=O)N2CCCCC2)O[C@H]1CO,-2.8
CC(=O)N(C)C[C@@H]1Oc2cc(-c3ccccc3)ccc2S(=O)(=O)N([C@@H](C)CO)C[C@@H]1C,-0.6
C[C@@H]1CN([C@H](C)CO)S(=O)(=O)c2ccc(C#CC3CC3)cc2O[C@H]1CN(C)S(C)(=O)=O,2.7
CC(=O)N(C)C[C@@H]1Oc2ncc(C#Cc3ccccc3F)cc2C(=O)N([C@H](C)CO)C[C@@H]1C,-0.2
C[C@@H]1CN([C@H](C)CO)S(=O)(=O)c2ccc(C3=CCCCC3)cc2O[C@H]1CN(C)Cc1cccc(C(=O)O)c1,5.1
COCC#Cc1ccc2c(c1)O[C@H](CN(C)Cc1ccccc1F)[C@H](C)CN([C@@H](C)CO)S2(=O)=O,1.5
CN(C)C(=O)[C@H]1[C@H](CO)[C@H]2Cn3c(ccc(-c4ccccc4F)c3=O)[C@H]2N1C(=O)c1cnccn1,-2.0
COCCNC(=O)C[C@@H]1C=C[C@@H](NC(=O)NC2CCCC2)[C@H](CO)O1,-4.1
COc1ccccc1C#Cc1ccc2c(c1)O[C@@H](CN(C)Cc1ccccc1)[C@H](C)CN([C@@H](C)CO)S2(=O)=O,-1.0
Cc1ccc(S(=O)(=O)Nc2ccc3c(c2)C(=O)N([C@H](C)CO)C[C@H](C)[C@@H](CN(C)S(=O)(=O)c2c(C)noc2C)OCCCC[C@@H](C)O3)cc1,-1.4
O=C(C[C@@H]1CC[C@@H]2[C@H](COC[C@@H](O)CN2Cc2cccc(Cl)c2)O1)N1CCCCC1,1.1
CC(=O)Nc1ccc2c(c1)C(=O)N(C)[C@@H]1CC[C@H](CC(=O)NCC3CC3)O[C@H]1CO2,-3.6
COc1ccc(C#Cc2ccc([C@H]3[C@@H](CO)N4CCCCN(C(=O)Nc5ccccc5)C[C@@H]34)cc2)cc1,-5.7
O=C(Nc1cc(F)ccc1F)N[C@@H]1CC[C@H](CC(=O)N2CCc3ccccc3C2)O[C@@H]1CO,1.9
COc1cccc(S(=O)(=O)Nc2ccc3c(c2)C(=O)N(C)C[C@@H](OC)[C@@H](C)CN(Cc2ccccc2F)[C@H](C)CO3)c1,-2.1
O=C(C[C@@H]1C[C@@H]2c3cc(NC(=O)C4CCC4)ccc3O[C@@H]2[C@H](CO)O1)NCc1ccccn1,1.7
O=C(CC1CC1)Nc1ccc2c(c1)[C@H]1C[C@@H](CC(=O)N3CCOCC3)O[C@H](CO)[C@H]1O2,-2.4
O=S(=O)(N[C@H]1CC[C@@H](CCn2cc(-c3ccccn3)nn2)O[C@@H]1CO)c1cccc(Cl)c1,4.6
Cc1ccc(S(=O)(=O)Nc2ccc3c(c2)C(=O)N([C@@H](C)CO)C[C@H](C)[C@@H](CN(C)C(=O)C2CCCCC2)OCCCC[C@H](C)O3)cc1,0.0
COc1ccc(NC(=O)N(C)C[C@H]2Oc3c(NC(=O)c4cc(C)nn4C)cccc3C(=O)N([C@H](C)CO)C[C@H]2C)cc1,0.3
COc1ccc(S(=O)(=O)N(C)C[C@H]2Oc3ccc(NS(=O)(=O)c4cccs4)cc3C(=O)N([C@@H](C)CO)C[C@@H]2C)cc1,0.7
CCC(=O)N(C)C[C@H]1Oc2cc(C#C[C@H](C)O)ccc2S(=O)(=O)N([C@H](C)CO)C[C@H]1C,-1.6
C[C@H](CO)N1C[C@H](C)[C@H](CN(C)C(=O)Cc2ccccn2)Oc2ncc(-c3cccc(C(=O)N(C)C)c3)cc2C1=O,-0.9
CN1C(=O)c2cc(NC(=O)c3ccc(F)c(F)c3)ccc2OC[C@H]2O[C@@H](CC(=O)N[C@H]3CCN(Cc4ccccc4)C3)CC[C@H]21,6.4
O=C(C[C@@H]1C[C@H]2c3cc(NC(=O)Cc4ccncc4)ccc3O[C@H]2[C@H](CO)O1)NCc1cc(F)ccc1F,4.1
O=C(NCC[C@H]1CC[C@H](NS(=O)(=O)c2ccc(Oc3ccccc3)cc2)[C@H](CO)O1)C1CC1,1.3
O=C(C[C@@H]1CC[C@@H]2[C@H](COC[C@H](O)CN2C(=O)Nc2ccccc2)O1)NCCCN1CCOCC1,0.2
C[C@H](CO)N1C[C@H](C)[C@@H](CN(C)C(=O)C2CCC2)Oc2ncc(C3=CCCC3)cc2C1=O,-0.1

# 2 records picked at random from the list so far, as already listed:
SMILES,BioA inh
CCC(=O)N(C)C[C@@H]1Oc2cc(C#Cc3cccnc3)ccc2S(=O)(=O)N([C@H](C)CO)C[C@H]1C,18
COc1cccc(S(=O)(=O)Nc2ccc3c(c2)C(=O)N(C)C[C@@H](OC)[C@@H](C)CN(Cc2ccccc2F)[C@H](C)CO3)c1,-2.1

# High-throughput results deposited in PubChem BioAssay by Broad Institute.
